D1 potentiator: enhances dopamine response at the human D1 receptor; P21728; HEK293 TREx D1 cells, calcium flux, dopamine EC20 potentiation; potentiation, % at 10 µM; 360,000 tested, 0.036% active; AID 504651; in the data active = potentiation above about 30%; also: 0% is about no effect
Target sequence (P21728 whole entry, looked up): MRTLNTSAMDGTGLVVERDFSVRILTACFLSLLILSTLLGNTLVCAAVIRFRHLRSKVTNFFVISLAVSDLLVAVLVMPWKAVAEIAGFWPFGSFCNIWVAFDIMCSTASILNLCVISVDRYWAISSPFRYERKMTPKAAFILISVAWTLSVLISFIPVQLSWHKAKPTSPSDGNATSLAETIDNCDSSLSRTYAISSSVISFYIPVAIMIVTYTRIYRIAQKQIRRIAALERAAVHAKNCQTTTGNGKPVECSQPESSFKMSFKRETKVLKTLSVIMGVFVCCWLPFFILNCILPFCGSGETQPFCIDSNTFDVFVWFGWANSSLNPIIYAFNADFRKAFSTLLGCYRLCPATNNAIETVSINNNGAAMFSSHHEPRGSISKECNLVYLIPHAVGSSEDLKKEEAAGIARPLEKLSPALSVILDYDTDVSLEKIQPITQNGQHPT
D1 agonist: activates the human D1 dopamine receptor. P21728. HEK293 T-REx D1 cells, calcium flux, agonist mode. activation, % at 2 µM. 360,000 tested, 1% active. AID 504660; in the data active = activation above about 30%; also: 0% is about no effect
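Agonism was scored from calcium flux recorded over 180 s (1 read/s) after pintool compound addition, following a 10-cycle baseline. Cells were inducible force-coupled HEK293 TREx D1, plated overnight at 30 C and loaded with no-wash calcium dye.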
Vif-A3G inh: Vif-A3G binding inhibition. Q9HC16. HeLa A3G-eYFP + Vif (tagged APOBEC3G with the HIV-1 protein that degrades it), YFP fluorescence, overnight. Potency, µM (titrated, usually from 46.1 µM), for the others: at the top dose activity, negative = active, usual class: inhibitors. 410,000 tested, 0.076% active;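 also: potency is read from the fitted curve at half-maximal effect; % is scaled to controls: 0 for no effect and ±100 for the full control effect; nearly all actives have a fitted effect of over 60% in size; hits raise eYFP signal because A3G escapes Vif-driven loss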
Target sequence (Q9HC16 whole entry, looked up): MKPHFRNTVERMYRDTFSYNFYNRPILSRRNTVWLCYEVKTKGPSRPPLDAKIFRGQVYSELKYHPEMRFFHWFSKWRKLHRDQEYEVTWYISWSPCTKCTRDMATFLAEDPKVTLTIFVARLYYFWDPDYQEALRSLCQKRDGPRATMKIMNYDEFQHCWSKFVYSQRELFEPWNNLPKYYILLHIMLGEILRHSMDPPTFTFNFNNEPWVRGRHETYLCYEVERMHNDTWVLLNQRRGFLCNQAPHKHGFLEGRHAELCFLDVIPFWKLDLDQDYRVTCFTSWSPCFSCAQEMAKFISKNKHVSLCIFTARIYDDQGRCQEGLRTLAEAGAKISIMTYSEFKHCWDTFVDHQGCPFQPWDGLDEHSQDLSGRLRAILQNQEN
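Read-out is eYFP fluorescence (Ex 488/Em 500-530) from Vif-expressing HeLa A3G-eYFP cells; more signal means A3G escaped Vif-mediated degradation. Cells plated overnight, compound pinned in, incubated overnight at 37 deg C.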
LDHA inh: inhibitors of human lactate dehydrogenase A; P00338; purified LDHA, NADH/diaphorase-resazurin fluorescence; active compounds read low; activity change, % (values are at about 110 or 230 µM); 480,000 tested, 0.15% active; AID 1347041; in the data active = activity change below about -30%; inconclusive = mostly about -25% to -30%;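 also: plate controls were DMSO wells for no effect and wells without enzyme for full effect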
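Human LDH5 at 2 nM final in Tris HCl pH 7.4 with 0.06 mM NADH and 0.2 mM pyruvate, reacted 5 minutes at room temperature. Remaining NADH coupled via diaphorase/resazurin; resorufin fluorescence read at 0 and 20 minutes, normalized to enzyme-free and DMSO wells.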
D1 antagonist: antagonists of human D1 dopamine receptor | P21728 | activity change, negative = inhibition, % at 10 µM | AID 504652 | HEK293 TREx D1 cells, calcium flux, dopamine EC80; active compounds read low | 360,000 tested, 3.2% active; in the data active = activity change below about -30%; also: % is scaled to controls: 0 for no effect and ±100 for the full control effect
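Cells carrying a force-coupled, tetracycline-inducible human D1 receptor report calcium flux. Each well gets a 10 s baseline, compound with 180 s monitoring, then an EC80 dopamine stimulus with a second 180 s kinetic read.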
RXFP1 ag: activates the human relaxin receptor RXFP1; Potency, µM (series often up to 57.5 µM), inactives show at the highest dose activation, usual class: activators; HEK293T-RXFP1 cAMP TR-FRET, 30 min; response scale: percent of porcine relaxin response, buffer zero; Q9HBX9; 370,000 tested, 0.3% active; also: potency is read from the fitted curve at half-maximal effect; % is scaled to controls: 0 for no effect and ±100 for the full control effect; nearly all actives have a fitted effect of over 60% in size; many of its hits are not listed in these tables
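cAMP rise read by TR-FRET after 30 min, 37C compound exposure (up to 58 uM) in RXFP1-transfected HEK293 cells with Ro 20174 present. EC50 from Hill-equation fits, with 29 nM porcine relaxin as 100% and buffer as basal.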
Glioma ERSR ind: ER stress response induction in glioma; 420,000 tested, 0.02% active; U87-MG GRP78 promoter luciferase reporter, 16 h; AID 602332; Potency, µM, inactives show at the top dose activation, usual class: activators; also: potency is read from the fitted curve at half-maximal effect; series mostly up to about 76 µM; % of control where 0% means no effect; nearly all actives have a fitted effect of over 35% in size
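ERSR induction read as luciferase luminescence (Bright-Glo, 10 min at room temperature) in stably transfected human U87-MG glioma cells exposed to compounds for 16 h, using GRP78 as sensor.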
D2 PAM: D2 dopamine receptor (human) potentiation; P14416; HEK293 T-REx D2, calcium flux, EC20 dopamine potentiation; AID 485347; potentiation, % at 10 µM; 340,000 tested, 0.34% active;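 active = potentiation over 3 SD above the plate norm, cut at about 30% in these data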; also: 0% is about no effect
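Tetracycline-induced HEK293 T-REx cells force-coupled to calcium signalling expressed D2; compounds were pin-added after a 10 s baseline, read kinetically 180 s, then an EC20 dopamine challenge followed with a further 180 s calcium read.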
Vif-A3F inh: Vif-A3F binding inhibition | HeLa A3F-eYFP + Vif (tagged APOBEC3F with the HIV-1 protein that degrades it), YFP fluorescence increase | Potency, µM (top dose mostly 46.1 µM), without a hit: top-dose activity, negative = active | AID 602313 | 390,000 tested, 0.2% active; also: potency is read from the fitted curve at half-maximal effect; % of control where 0% means no effect; nearly all actives have a fitted effect of over 65% in size
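HeLa cells stably expressing A3F-eYFP plus Vif, plated and incubated overnight at 37 deg C, then exposed to compounds overnight at 37 deg C. Blocked degradation read as raised yellow fluorescence (Ex 488/Em 500-530).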
Numbers without * were called inactive; ? = inconclusive; . = no result given. Unless noted, calls follow the shape of the dose curve; as a rule, active = well fitted curve in the direction sought with a large enough effect; inconclusive = small, poorly fitted or top-dose-only effect, or another doubt; inactive = no such curve, though single readings can be large; an effect the other way counts as inactive or inconclusive. Some of the compounds tested (hit frequency here may not be typical).

Abbreviations – A = D1 potentiator; B = D1 agonist; C = Vif-A3G inh; D = LDHA inh; E = D1 antagonist; F = RXFP1 ag; G = Glioma ERSR ind; H = D2 PAM; I = Vif-A3F inh
[1] C/C(N)=C(/C#N)C(=O)COC(=O)CNS(=O)(=O)c1ccc(F)c(F)c1F
  A = -4.8; B = -2.1; C = 2.3%; D = -10.4; E = 0.1; F = 5.7%; G = -4.4%; H = 0.7; I = 7.1%
[2] COc1cc(/C=C2\SC(=S)N(NC(=O)c3ccccc3OC)C2=O)ccc1O
  A = 9.8; B = 48.5*; C = -3.4%; D = 1.5; E = -7.2; F = -0.2%; G = 11.6%; H = 5.5; I = 22.4µM*
[3] CC(=O)Nc1ccc(S(=O)(=O)NC(C)C(=O)NCCc2ccc(F)cc2)cc1 (centres undefined)
  A = -0.8; B = -3.9; C = -4.1%; D = -3.2; E = 14.1; F = 0.1%; G = 0.5%; H = -1.7; I = -13.7%
[4] COc1ccc(-c2csc(NC(=O)Cc3ccccc3)n2)cc1OC
  A = -9.2; B = 3.2; C = 1.3%; D = -3.2; E = -10.2; F = -0.3%; G = 3.3%; H = -2.9; I = -8.9%
[5] NNC(=O)Nc1cccc(C(F)(F)F)c1
  A = -4.2; B = 1.2; C = -0.5%; D = 0.4; E = -3.9; F = -0.1%; G = -0.9%; H = -11.7; I = -17.8%
[6] Clc1ccc(-c2nnc(CSc3nnc(-c4cccs4)n3Cc3ccccc3)o2)cc1
  A = -2.3; B = 1.9; C = 1.7%; D = -3.4; E = -16.6; F = 2.0%; G = -4.0%; H = 9.4; I = 1.7%
[7] COc1ccc(N(C)C(=O)CC2(CC(=O)O)CCCCC2)cc1
  A = -1.4; B = 0.9; C = -0.3%; D = 3.8; E = 10.4; F = -0.2%; G = -1.3%; H = 7.4; I = -10.7%
[8] CCC(Cc1ccccc1)NC(=O)C1CCCCC1 (centres undefined)
  A = -1.3; B = -0.1; C = 4.3%; D = -3.3; E = 10.1; F = 1.8%; G = -4.1%; H = -1.9; I = 2.2%
[9] COC(=O)c1cccc(C23CC4(C2)[C@H](CN(Cc2ccc(-c5ccccc5)cc2)[C@@H]4c2ccccc2)C3c2ccccc2)c1 (some centres undefined)
  A = 1.1; B = 1.2; C = 0.6%; D = -7.2; E = 0.4; F = 0.0%; G = -3.1%; H = 5.0; I = 1.0%
[10] CC(=O)N1C(C(=O)O)CSC1c1ccc(C)cc1 (centres undefined)
  A = .; B = 3.1; C = 0.4%; D = -1.7; E = -4.8; F = 0.4%; G = -1.9%; H = 8.7; I = 3.3%
[11] Cc1cccc(C)c1NC(=O)c1ccc(-n2cncn2)nc1
  A = -5.1; B = 9.2; C = 0.3%; D = -10.5; E = 2.2; F = 1.5%; G = -6.2%; H = -3.3; I = -1.6%
[12] O=C(N/N=C/c1c(F)cccc1Cl)C1CC1
  A = -5.3; B = 0.0; C = 2.9%; D = -3.1; E = -2.5; F = -0.9%; G = -0.7%; H = -3.7; I = 4.2%
[13] CC(CCc1ccccc1)NC(=O)CSc1ccccn1 (centres undefined)
  A = 1.1; B = 0.4; C = 1.4%; D = -1.7; E = -7.3; F = 2.3%; G = -0.5%; H = -6.8; I = -3.0%
[14] CCn1cc(C(=O)O)c(=O)c2cc(F)c(N3CCN(C(=O)Nc4ccccc4)CC3)cc21
  A = -0.2; B = 1.1; C = 3.8%; D = 20.9; E = -3.1; F = -1.6%; G = -5.1%; H = -1.9; I = 2.9%
[15] CCOc1cc(/C=N/NC(N)=O)ccc1OC(=O)c1ccc(C)cc1
  A = -7.5; B = -2.4; C = .; D = .; E = 0.4; F = -1.8%; G = .; H = 12.0; I = .

2 entries picked at random from those above, as already listed:
Abbreviations – A = D1 potentiator; B = D1 agonist; C = Vif-A3G inh; D = LDHA inh; E = D1 antagonist; F = RXFP1 ag; G = Glioma ERSR ind; H = D2 PAM; I = Vif-A3F inh
[11] Cc1cccc(C)c1NC(=O)c1ccc(-n2cncn2)nc1
  A = -5.1; B = 9.2; C = 0.3%; D = -10.5; E = 2.2; F = 1.5%; G = -6.2%; H = -3.3; I = -1.6%
[3] CC(=O)Nc1ccc(S(=O)(=O)NC(C)C(=O)NCCc2ccc(F)cc2)cc1 (centres undefined)
  A = -0.8; B = -3.9; C = -4.1%; D = -3.2; E = 14.1; F = 0.1%; G = 0.5%; H = -1.7; I = -13.7%

(further entries)
Abbreviations – A = D1 potentiator; B = D1 agonist; C = Vif-A3G inh; D = LDHA inh; E = D1 antagonist; F = RXFP1 ag; G = Glioma ERSR ind; H = D2 PAM; I = Vif-A3F inh
[16] CCOC(=O)c1c(NC(=O)CSc2nc3ccc(C)cc3[nH]2)sc2c1CC(C)(C)NC2(C)C
  A = 0.8; B = 48.1*; C = ?; D = -2.9; E = 11.4; F = 2.1%; G = -4.8%; H = 4.0; I = ?
[17] COCCn1c(C)cc(/C=C2/SC(=O)N(C(C)C(=O)OC)C2=O)c1C (centres undefined)
  A = -1.8; B = 4.7; C = -1.0%; D = 4.4; E = 12.4; F = -2.5%; G = 0.3%; H = 5.0; I = 3.6%
[18] O=C(Nc1ccc2nc3n(c(=O)c2c1)CCCC3)c1ccccc1F
  A = -3.0; B = 1.7; C = 2.1%; D = -1.9; E = 0.6; F = 15.5%; G = 7.1%; H = -3.7; I = 1.4%
[19] O=C(CSc1ccccc1)NC1=NCCS1
  A = 1.0; B = 2.2; C = 1.1%; D = 0.7; E = 1.6; F = 0.6%; G = 3.0%; H = -3.3; I = -12.9%
[20] Cc1ccc(NC(=O)c2ccc3c(c2)C(=O)N(CC2CCCO2)C3=O)cc1C (centres undefined)
  A = -5.0; B = 8.1; C = 0.8%; D = -5.0; E = -6.9; F = -0.3%; G = 6.0%; H = -4.1; I = 13.3%
[21] COc1ccc2c(C)nc(Nc3nc(C)cc(C)n3)nc2c1
  A = -0.8; B = 1.6; C = -3.0%; D = -15.7; E = 1.8; F = 1.0%; G = -1.4%; H = 1.7; I = -0.4%
[22] CC(Sc1nnc2n1CCCCC2)C(=O)Nc1ccc(S(N)(=O)=O)cc1 (centres undefined)
  A = -6.2; B = 3.7; C = -0.7%; D = -6.3; E = -16.2; F = 1.0%; G = -3.6%; H = 0.9; I = 4.8%
[23] Cc1nnsc1S(=O)(=O)Cc1ccccc1Cl
  A = -5.0; B = -1.2; C = 2.7%; D = 0.3; E = -4.6; F = 1.2%; G = -3.8%; H = -9.7; I = -1.8%
[24] CCOC(=O)N1CCN(C(=O)CSc2nnc(-c3cccs3)o2)CC1
  A = .; B = 0.5; C = 1.4%; D = -0.9; E = -1.3; F = 0.1%; G = 1.0%; H = -1.6; I = -2.0%
[25] CCOn1c(=O)c(=O)n(OCc2ccccc2)c2ccccc21
  A = -4.0; B = 0.0; C = -5.0%; D = -1.0; E = 1.0; F = 0.2%; G = -5.2%; H = -6.9; I = 3.1%
[26] O=C(C1CCC1)N1CCN(S(=O)(=O)c2ccc([N+](=O)[O-])cc2)CC1
  A = 2.2; B = 4.2; C = 8.3%; D = -1.2; E = -8.9; F = 0.3%; G = -3.8%; H = -0.3; I = 6.1%
[27] COc1ccccc1NC(=O)c1ccc2[nH]c(C)c(C)c2c1
  A = -1.1; B = -0.3; C = -6.0%; D = -1.9; E = 9.5; F = 0.8%; G = 2.7%; H = 1.6; I = -20.0%
[28] CCCOc1ccc(N2C(=O)CC(N(Cc3ccccc3)N=O)C2=O)cc1 (centres undefined)
  A = -3.7; B = 7.6; C = 3.0%; D = -10.8; E = 47.6; F = 2.9%; G = -3.4%; H = 9.6; I = 11.3%

In another format: results already given.
no. | Molecule | D1 potentiator | D1 agonist | Vif-A3G inh | LDHA inh | D1 antagonist | RXFP1 ag | Glioma ERSR ind | D2 PAM | Vif-A3F inh
19 | O=C(CSc1ccccc1)NC1=NCCS1 | 1.0 | 2.2 | 1.1% | 0.7 | 1.6 | 0.6% | 3.0% | -3.3 | -12.9%
20 | Cc1ccc(NC(=O)c2ccc3c(c2)C(=O)N(CC2CCCO2)C3=O)cc1C (centres undefined) | -5.0 | 8.1 | 0.8% | -5.0 | -6.9 | -0.3% | 6.0% | -4.1 | 13.3%
21 | COc1ccc2c(C)nc(Nc3nc(C)cc(C)n3)nc2c1 | -0.8 | 1.6 | -3.0% | -15.7 | 1.8 | 1.0% | -1.4% | 1.7 | -0.4%
22 | CC(Sc1nnc2n1CCCCC2)C(=O)Nc1ccc(S(N)(=O)=O)cc1 (centres undefined) | -6.2 | 3.7 | -0.7% | -6.3 | -16.2 | 1.0% | -3.6% | 0.9 | 4.8%
23 | Cc1nnsc1S(=O)(=O)Cc1ccccc1Cl | -5.0 | -1.2 | 2.7% | 0.3 | -4.6 | 1.2% | -3.8% | -9.7 | -1.8%
24 | CCOC(=O)N1CCN(C(=O)CSc2nnc(-c3cccs3)o2)CC1 | . | 0.5 | 1.4% | -0.9 | -1.3 | 0.1% | 1.0% | -1.6 | -2.0%
25 | CCOn1c(=O)c(=O)n(OCc2ccccc2)c2ccccc21 | -4.0 | 0.0 | -5.0% | -1.0 | 1.0 | 0.2% | -5.2% | -6.9 | 3.1%
26 | O=C(C1CCC1)N1CCN(S(=O)(=O)c2ccc([N+](=O)[O-])cc2)CC1 | 2.2 | 4.2 | 8.3% | -1.2 | -8.9 | 0.3% | -3.8% | -0.3 | 6.1%
27 | COc1ccccc1NC(=O)c1ccc2[nH]c(C)c(C)c2c1 | -1.1 | -0.3 | -6.0% | -1.9 | 9.5 | 0.8% | 2.7% | 1.6 | -20.0%
28 | CCCOc1ccc(N2C(=O)CC(N(Cc3ccccc3)N=O)C2=O)cc1 (centres undefined) | -3.7 | 7.6 | 3.0% | -10.8 | 47.6 | 2.9% | -3.4% | 9.6 | 11.3%
